# DRD3 agonist = agonists of human D3 dopamine receptor; P35462; D3R DiscoveRx beta-arrestin cells, luminescence, 90 min; max activation, %; 410,000 compounds, 0.58% hits; AID 652048; in the data active = max activation above about 30%; note: 0% is about no effect; mostly tested at two doses, the higher about 12 µM
# Target sequence (P35462 whole entry, looked up): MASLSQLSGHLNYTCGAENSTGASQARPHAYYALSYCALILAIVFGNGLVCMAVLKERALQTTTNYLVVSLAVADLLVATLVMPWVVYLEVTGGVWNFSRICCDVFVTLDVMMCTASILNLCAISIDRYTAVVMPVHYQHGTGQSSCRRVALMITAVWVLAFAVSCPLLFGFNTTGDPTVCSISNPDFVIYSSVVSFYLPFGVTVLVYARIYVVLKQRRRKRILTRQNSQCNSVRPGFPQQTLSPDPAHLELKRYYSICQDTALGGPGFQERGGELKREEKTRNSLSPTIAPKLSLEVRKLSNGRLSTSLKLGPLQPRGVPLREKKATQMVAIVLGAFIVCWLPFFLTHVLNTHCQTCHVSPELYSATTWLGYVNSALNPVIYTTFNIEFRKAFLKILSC
#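 Cells at 1500/well, incubated overnight, then treated with pinned compounds (dopamine as control) for 90 min at 37 degrees C. DiscoveRx reagent added for 30 - 60 minutes at room temperature; luminescence read.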
# IL-2 act = activators of IL-2; 360,000 compounds, 0.065% hits; IL-2 activation reporter assay, cell-based qHTS; stimulated with anti-CD3/CD4/CD28 beads; in transgenic mouse T cells; activation, % (series mostly up to about 46 µM); AID 652025; in the data active = activation above about 50%; inconclusive = mostly about 30% to 49%; note: 0% is about no effect
#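 Unstimulated transgenic mouse T cells; 60-min compound exposure; bead-based TCR/CD4/CD28 stimulation; 18 h culture, 37 degrees C; dual fluorescence (EGFP, DsRed) plate cytometry.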
# PLK1 PBD inh = blocks phosphopeptide binding to human PLK1 polo-box domain; P53350; Plk1 PBD binding of FITC phosphopeptide, fluorescence polarization; Potency, µM, without a hit: max response, negative = inhibition, usual class: inhibitors; 360,000 compounds, 2.8% hits; AID 720504; note: potency is the fitted concentration of half-maximal effect; series mostly up to about 57 µM; % is set by controls: 0 for no effect and ±100 for the full control effect; nearly all actives have a fitted effect of over 65% in size
# GLP1R ag = GLP-1 receptor (human) agonism; P43220; HEK293 GLP-1R CRE-luciferase, luminescence, 4-6 h; cells express a hypersensitive GLP-1R form; Potency, µM (doses to about 45.6 µM), inactives show top-dose activation, hits mostly activators; 380,000 compounds, 0.007% hits; AID 624172; note: potency is the fitted concentration of half-maximal effect; % of control where 0% means no effect
# Target sequence (P43220 whole entry, looked up): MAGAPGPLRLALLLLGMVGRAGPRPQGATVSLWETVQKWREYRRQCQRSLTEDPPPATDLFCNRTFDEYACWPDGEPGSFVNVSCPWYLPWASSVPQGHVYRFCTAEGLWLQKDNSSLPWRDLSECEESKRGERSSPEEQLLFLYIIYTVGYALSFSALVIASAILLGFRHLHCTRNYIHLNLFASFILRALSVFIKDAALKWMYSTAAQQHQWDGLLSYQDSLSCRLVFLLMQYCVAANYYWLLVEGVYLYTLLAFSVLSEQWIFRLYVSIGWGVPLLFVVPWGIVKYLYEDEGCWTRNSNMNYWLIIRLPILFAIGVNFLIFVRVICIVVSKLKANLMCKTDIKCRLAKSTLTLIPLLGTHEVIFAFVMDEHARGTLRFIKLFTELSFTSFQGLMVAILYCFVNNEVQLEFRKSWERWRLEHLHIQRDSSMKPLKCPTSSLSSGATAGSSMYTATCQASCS
# WRN helicase inh = blocks human WRN helicase; Q14191; WRN helicase unwinding, fluorescent forked duplex, kinetic; Potency, µM (titrated, usually from 114 µM), for the others: top-dose activity change, negative = inhibition, usual class: inhibitors; 360,000 compounds, 0.46% hits; note: potency is the fitted concentration of half-maximal effect; % is set by controls: 0 for no effect and ±100 for the full control effect; nearly all actives have a fitted effect of over 55% in size
#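 WRN at 20 nM final was preincubated with compound for 15 min at room temperature; reaction started with 100 nM forked duplex oligonucleotide carrying fluorophore and quencher plus 2 mM ATP (final). Unwinding followed kinetically by red fluorescence (ex 525/em 598 nm).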
# HEK293 tox = cytotoxicity in counter-screen for GLP-1R inverse agonists; HEK293 cAMP-luciferase reporter cells, luminescence, 24 h; Potency, µM (series often up to 38.3 µM), for the others: at the top dose activity change, negative = inhibition, most hits filed as inhibitors; 410,000 compounds, 0.13% hits; AID 624418;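 note: loss of luciferase light is scored as toxicity; potency is the fitted concentration of half-maximal effect; % is set by controls: 0 for no effect and ±100 for the full control effect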
#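 Luminescence readout: signal drop marks cytotoxicity. Plated cells grew 12 h at 37 °C, 5% CO2, received 23 nL compound for 24 h, then got luciferase reagent, read after 12 min at RT.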
# PI5P4Ka inh = blocks human PI5P4K alpha kinase activity; P48426; PI5P4Kalpha enzyme, ADP-Glo luminescence, 60 min; stronger effect = lower value; max response, %; 330,000 compounds, 1.2% hits; AID 652105; active = max response of -50% or lower; inconclusive = between -30% and -50%; inactive = -30% or higher; note: value at the top dose of about 77 µM; % is set by controls: 0 for no effect and ±100 for the full control effect
#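 Enzyme plus substrate dispensed, test compounds pinned in, then ATP (5 microM final) added. After 60 min at RT, ADP-Glo reagent 1 for 45 min and reagent 2 for 30 min preceded luminescence imaging.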
# GLP-1R inv ag = acts as inverse agonist at human GLP-1 receptor; HEK293 GLP-1R CRE-luciferase, luminescence, 24 h; GLP-1R form is constitutively active; Potency, µM (doses to about 38.3 µM), without a hit: top-dose activity change, negative = inhibition, hits mostly inhibitors; 410,000 compounds, 1.6% hits; AID 624417; note: potency is the fitted concentration of half-maximal effect; % is set by controls: 0 for no effect and ±100 for the full control effect; nearly all actives have a fitted effect of over 55% in size
#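 HEK293 cells stably co-expressing constitutively active GLP-1R and a cAMP-responsive luciferase reporter were seeded in DMEM with 10% Nu serum, given compounds after 12 h, and incubated 24 h at 37 deg C. Luminescence was then read.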
# D3 antag = antagonists of human D3 dopamine receptor; P35462; 360,000 compounds, 2.5% hits; D3R cells, DiscoveRx beta-arrestin luminescence, antagonist mode; stronger effect = lower value; max response, negative = inhibition, %; in the data active = max response below about -50%; inconclusive = no clear call, values can overlap the other calls; note: % is set by controls: 0 for no effect and ±100 for the full control effect; mostly tested at two doses, the higher about 12 µM
#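 Cells expressing the human receptor were seeded at 1500 cells/well, incubated overnight at 37 degrees C in 5% CO2, then exposed to library compounds with dopamine controls for 90 minutes at 37 degrees C before luminescent detection.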
# * hit, by the source's call; ? = inconclusive; . = no result given; [ ] = another dose, or the depositor's remark. Unless noted, calls come from the whole dose curve; as a rule, active = well fitted curve in the direction sought with a large enough effect; inconclusive = small, poorly fitted or top-dose-only effect, or another doubt; inactive = no such curve, though single readings can be large; an effect the other way counts as inactive or inconclusive.
SMILES,DRD3 agonist,IL-2 act,PLK1 PBD inh,GLP1R ag,WRN helicase inh,HEK293 tox,PI5P4Ka inh,GLP-1R inv ag,D3 antag
COc1ccccc1C(c1nnnn1C(C)(C)C)N1CCN(Cc2ccccc2)CC1 (stereo unspecified),1.4,-2.0,-1.5%,12.7%,-2.9%,-14.0%,-0.1,?,-90.6*
N#Cc1nc(COc2ccccc2)oc1N1CCN(c2cccc(Cl)c2)CC1,-1.1,-2.6,3.3%,-5.5%,6.3%,-1.3%,6.8,1.5%,5.2
CC(C)(C)N(NC(=O)Nc1ccccc1)C(=O)c1ccccc1Cl,2.3,0.2,0.5%,-8.9%,-5.5%,7.5%,-4.3,0.0%,5.9
Clc1ccc(-c2nnc(-c3ccc(Br)o3)o2)c(Cl)c1,0.1,0.1,-0.2%,8.8%,-16.6%,1.0%,.,4.6%,-17.2
Cc1nc2ccccc2c2oc(C(=O)Nc3ccc4c(c3)OCCO4)cc12,2.3,10.6,-17.8%,1.2%,-23.6%,1.3%,-2.1,2.8%,20.1
CCCN1C(=O)/C(=C/c2ccco2)SC1=Nc1ccc(OC)cc1,-2.3,-0.2,-3.1%,1.3%,-3.4%,3.8%,-1.5,-26.3%,2.6
O=C1NCCN1CCNS(=O)(=O)c1cc(C(F)(F)F)cc(C(F)(F)F)c1,8.6,-3.7,0.0%,0.2%,4.9%,1.3%,0.4,2.4%,2.6
COC(=O)c1cnc(Nc2nc(C(N)Cc3ccccc3)cs2)nc1C(F)(F)F (stereo unspecified),-5.6,0.3,4.0%,5.0%,-0.5%,-5.6%,-1.7,10.7%,-13.9
CC(C)c1ccc(N2C(=NC(=O)C3CC3)SC3CS(=O)(=O)CC32)cc1 (stereo unspecified),-20.0,0.5,1.7%,5.0%,7.1%,-3.2%,0.2,22.8%,-8.1
CC(=O)c1cc(CCC(=O)NC2CCCCCC2)oc1C,4.1,3.0,-13.1%,2.7%,5.3%,-1.1%,4.1,4.7%,6.5
CC/C(=N\NC(=S)Nc1ccc(OC)cc1)c1ccc(OC(F)F)cc1,14.9,-5.4,-7.5%,17.4%,-7.9%,?,4.5,?,?
CCN(CC(=O)Nc1ccccc1C(F)(F)F)C(=O)CSCc1ccc(C)cc1,4.1,1.2,-11.8%,-0.4%,19.9%,5.4%,-3.6,?,12.8
COC(=O)[C@]12CCCCC=C1N(Cc1ccccc1)C(=O)[C@H](CC(=O)N1CCCCC1)C2,-1.3,-0.3,-13.2%,18.5%,5.5%,-11.2%,6.6,-8.8%,-11.8
COc1cc(/C=C(\C#N)C(=O)NC2CCCCC2C)ccc1OS(=O)(=O)c1ccc(C)cc1 (stereo unspecified),-1.7,0.7,-13.4%,-14.9%,-9.2%[57.1 µM],?,0.3,?,-0.6
C#CCN(C(=O)c1ccc(OC2CCN(C(=O)CCOC)CC2)cc1)C1CCCCC1,7.7,-0.3,8.4%,-7.0%,4.7%,0.8%,-0.4,22.9%,22.1
Cc1ccc(NC2c3ncccc3C(=O)N2c2ccccc2C)cc1C (stereo unspecified),-4.6,-0.1,6.7µM*,1.8%,44.7µM*,15.3%,-0.6,-1.4%,6.2
CC(C)CNc1oc(-c2ccco2)nc1C#N,-0.3,-1.2,-4.4%,12.7%,-0.3%,8.2%,-1.2,19.7%,-15.4
O=C(CSc1cccc2cccnc12)Nc1ccc(S(=O)(=O)N2CCOCC2)cc1,0.9,-1.2,?,12.1%,-8.2%,?,2.7,?,-12.6
CCOC(=O)N1CCN(C(=O)c2ccc(Cl)c(S(=O)(=O)N3CCOCC3)c2)CC1,1.0,1.8,2.7%,-0.2%,1.5%,-2.0%,7.6,-4.0%,11.1
CN1CCN(C(=O)c2ccccc2-c2nc(-c3ccccc3)no2)CC1,2.3,-1.7,-6.4%,0.6%,-16.7%,-6.1%,-4.3,-2.4%,-25.0
CCC(C)c1ccc(NC(=O)CSc2nncn2N)cc1 (stereo unspecified),2.0,-0.4,-2.5%,0.3%,-2.2%,-14.6%,13.2,-12.8%,-0.7
COc1ccc(NC(=S)N2CCC(NC(=O)c3cccc(F)c3)CC2)cc1,-14.0,-3.1,-10.3%,12.0%,20.9%,317.1%[activator],5.7,10.9%,-3.7
CC(C)(C)c1ccc(/C=N/N2CCN(c3ccccn3)CC2)cc1,30.3*,-0.6,4.9%,8.5%,-0.1%,6.7%,0.0,-11.3%,-5.7
Cc1cc(N2CCN(Cc3cn(C)nc3-c3cccc(Cl)c3)CC2)cc(C)n1,4.4,-3.4,-8.4%,-0.7%,15.4%,?,14.2,?,-14.2
Cc1nc(CNS(=O)(=O)c2ccc(Oc3ccccc3)cc2)cs1,1.9,-1.3,-9.6%,-0.6%,-7.9%,-9.3%,.,3.6%,-8.3

# Profiles as entered above. Screens in order: DRD3 agonist, IL-2 act, PLK1 PBD inh, GLP1R ag, WRN helicase inh, HEK293 tox, PI5P4Ka inh, GLP-1R inv ag, D3 antag
# CC/C(=N\NC(=S)Nc1ccc(OC)cc1)c1ccc(OC(F)F)cc1 is listed as 14.9, -5.4, -7.5%, 17.4%, -7.9%, ?, 4.5, ?, ?
# Cc1nc(CNS(=O)(=O)c2ccc(Oc3ccccc3)cc2)cs1 is listed as 1.9, -1.3, -9.6%, -0.6%, -7.9%, -9.3%, ., 3.6%, -8.3

# Following part:
SMILES,DRD3 agonist,IL-2 act,PLK1 PBD inh,GLP1R ag,WRN helicase inh,HEK293 tox,PI5P4Ka inh,GLP-1R inv ag,D3 antag
Cc1ccc2nc(-c3ccccn3)cc(C(=O)NCCc3ccc(F)cc3)c2c1,-14.6,-3.3,0.6%,-1.9%,-20.4%,6.5%,-3.2,8.9%,-17.1
COc1ccccc1N1CCN(C(=O)c2coc(=O)c(Br)c2)CC1,-21.7,-2.0,-15.5%,-4.7%,-5.0%,-4.9%,-13.0,48.3%[activator],?
CCSc1nnc(NC(=O)Cc2ccc(OC)c(OC)c2)s1,3.9,-0.8,-0.6%,21.6%,2.9%,-8.2%,-5.7,14.1%,34.4
CCCc1nnc(SCC(=O)NC2CC2)n1CC,-11.2,-1.4,-19.9%,3.3%,11.4%,0.0%,1.8,9.4%,12.1
O=S(=O)(c1ccc(Cl)cc1)N1CCC(O)(c2cccnc2)CC1,-3.5,-0.3,0.1%,0.4%,-8.2%,12.3%,.,-9.5%,-5.9
Cc1ccccc1CSCCNC(=O)c1ccc(N(C)S(=O)(=O)c2ccccc2)cc1,-4.7,3.6,-2.3%,0.1%,-15.7%,-23.7%,.,?,-28.9
O=C1c2oc3ccc(Cl)cc3c(=O)c2C(c2ccccn2)N1CCCN1CCOCC1 (stereo unspecified),1.1,-1.0,?,-6.7%,-2.4%,2.0%,2.1,12.2%,-1.1
CCOc1ccccc1NC(=O)CSc1nccn1-c1ccccc1,6.6,0.3,-0.8%,-1.1%,-4.4%,9.6%,-1.5,-1.3%,19.6
O=C(COc1ccccc1)NCC(c1ccco1)N1CCCCC1 (stereo unspecified),-29.8,-0.1,-0.4%,-6.6%,-7.3%,1.6%,5.2,?,-11.5
Cc1ccc(S(=O)(=O)Cc2ccc(C(=O)NCCc3ccccc3)o2)cc1,-2.7,-1.8,-11.7%,-6.5%,-11.0%,0.1%,1.5,-8.0%,-21.2
CCOc1ccc(NC(=O)CN2C(=O)COc3ccc(S(=O)(=O)N4CCCC4)cc32)cc1,1.8,-0.5,-2.3%,-4.2%,5.2%,-6.8%,-1.3,-22.1%,-16.4
COc1cccc(CN2CCN(C3CCN(c4ccccc4F)CC3)CC2CCO)c1 (stereo unspecified),-32.8,-2.5,-7.6%,13.4%,-9.0%,-2.5%,4.5,?,-110.4*
O=C(COc1ccccc1)c1cn(CC(=O)N2CCOCC2)c2ccccc12,-6.2,-0.3,1.3%,1.0%,8.4%,-6.5%,-0.6,-2.2%,-4.6
O=C(CCn1nc(-c2ccccc2)c2ccccc2c1=O)N1CCN(c2ccccc2)CC1,1.8,-3.9,-5.2%,3.6%,2.9%,-19.8%,-0.8,?,7.0
Cc1ccc(-c2nnc(SCC(=O)CC(=O)Nc3ccccc3)n2C)cc1,-0.3,-1.8,-12.3%,-9.6%,-6.2%,-0.1%,1.4,-14.7%,-18.0
CC1CN(C(=O)c2ccccc2C(=O)c2ncc[nH]2)CC(C)O1 (stereo unspecified),-5.6,-1.4,-0.2%,-0.9%,-12.4%,-8.9%,.,-8.1%,7.6
COc1ccccc1-c1ccc2nnc(SCC(=O)N3CCCC3)n2n1,-3.3,-4.4,-12.3%,14.2%,-1.8%,-2.5%,-12.8,?,5.8
O=C1NCCN1C(=O)c1ccco1,-5.3,-0.5,-7.8%,-2.7%,-5.2%,2.1%,11.1,1.0%,-7.5
CCc1cc(C(c2ccccn2)N2CCN(C)CC2)c(NC(=O)c2ccccc2)s1 (stereo unspecified),-15.2,0.8,?,2.4%,5.3%,-12.4%,11.6,-25.6%,-13.5
COc1cc(C2N(c3ccccc3)CCN2c2ccccc2)ccc1OC(C)=O,0.7,0.2,-2.6%,1.2%,-9.6%,-22.9%,4.5,-23.6%,0.2
CN1C(=O)/C(=C/c2ccc(O)c([N+](=O)[O-])c2)N(C)C1=S,-5.1,-2.6,-9.9%,0.9%,-3.7%,6.1%,-1.1,7.0%,?
CC1(C(=O)NCc2ccccc2)CN(S(C)(=O)=O)CC(=O)N1Cc1cccs1 (stereo unspecified),-0.1,1.8,-17.2%,.,4.6%,2.5%,2.3,5.2%,-19.1
C=CCNC(=O)CN(CCc1ccccc1)S(=O)(=O)c1ccccc1,12.5,1.4,-2.5%,13.9%,-4.8%,-1.5%,0.8,-26.3%,2.7
COC(=O)c1cc(OC)c(OC)cc1NC(=O)Cc1ccccc1[N+](=O)[O-],7.8,-1.7,-1.1%,?,-12.6%,-10.8%,.,0.0%,23.1
O=C(NC1CC2CCC(C1)N2Cc1ccccc1)c1ccccc1Cl (stereo unspecified),-17.5,0.1,-5.2%,-3.3%,8.6%,3.1%,-1.2,0.3%,-88.9*
Cc1ccc(Nc2nc(COC(=O)COc3ccc(C=O)cc3)cs2)cc1,-0.9,1.7,4.8%,3.8%,-4.6%,16.1%,-10.5,-9.6%,5.5
CC1(C)Cc2nc3sc4c(=O)n(Cc5ccccc5)cnc4c3cc2CS1,0.7,-0.6,-9.8%,0.1%,1.0%,17.1%,10.6,?,-65.5*
